Screening results: PubChem, National Center for Advancing Translational Sciences (NCATS)
Pin1 inh = human Pin1 inhibition | Pin1 FP peptide displacement, HiFluor488, 10 min | Potency, µM (series often up to 115 µM), for inactives: at the top dose activity, negative = inhibition, actives largely listed as inhibitors | actives 0.009% (n = 390,000) | AID 504891; active means well fitted inhibition curve with a large enough effect in the polarisation, with a control signal flat, not every such curve was filed as active; inconclusive means small, poorly fitted or top-dose-only effect, or effect the other way, or a change in a side signal; inactive means no such curve, though single readings can be large or run the other way; the % refers to the polarisation; further: potency means the concentration at half of the fitted maximal effect; on the % scale 0 is the no-effect control and ±100 the full control effect
Target sequence (Q13526 whole entry, looked up): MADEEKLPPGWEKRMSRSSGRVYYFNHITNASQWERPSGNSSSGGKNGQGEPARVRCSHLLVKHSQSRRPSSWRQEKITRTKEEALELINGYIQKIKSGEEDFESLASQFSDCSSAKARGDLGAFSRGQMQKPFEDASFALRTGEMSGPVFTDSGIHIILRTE
D2 antagonist = D2 dopamine receptor (human) antagonism; HEK293 TREx D2 cells, calcium flux, dopamine EC80; P14416; actives 2% (n = 340,000); inhibition, % at 10 µM; in the data active means inhibition above about 30%; further: 0% is about no effect
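Calcium flux kinetic readout in an inducible HEK293 TREx D2 line plated overnight at 30 C. After 180 s compound exposure, an EC80 dopamine challenge follows with another 180 s kinetic read to detect antagonism.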
USP1 inh = blocks the human USP1/UAF1 deubiquitinase complex; O94782; recombinant USP1/UAF1, Ub-Rhodamine cleavage fluorescence; Potency, µM (top dose mostly 57.1 µM), inactives show at the highest dose activity change, negative = inhibition, most hits filed as inhibitors; actives 0.23% (n = 390,000); AID 743255; further: potency means the concentration at half of the fitted maximal effect; on the % scale 0 is the no-effect control and ±100 the full control effect; nearly all actives have a fitted effect of over 60% in size; inactives centre near -12
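USP1/UAF1 complex (1 nM) preincubated 15 min at room temperature with compound, then Ub-Rho substrate (150 nM final) added. Kinetic fluorescence at 480/540 nm over 6 reads at 60 s intervals; 50 mM HEPES pH 7.8, 0.5 mM EDTA, 0.1 mg/ml BSA, 1 mM TCEP, 0.01% Tween-20.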
IDH1 R132H inh = blocks human mutant IDH1 R132H enzyme | actives 0.093% (n = 390,000) | Potency, µM (top dose mostly 76.6 µM), inactives show at the top dose activity change, negative = inhibition, most hits filed as inhibitors | AID 602179 | O75874 | IDH1-R132H enzyme, NADPH consumption, diaphorase/resazurin fluorescence; further: potency means the concentration at half of the fitted maximal effect; on the % scale 0 is the no-effect control and ±100 the full control effect; nearly all actives have a fitted effect of over 65% in size
Target sequence (O75874 whole entry R132H, stated change not applied): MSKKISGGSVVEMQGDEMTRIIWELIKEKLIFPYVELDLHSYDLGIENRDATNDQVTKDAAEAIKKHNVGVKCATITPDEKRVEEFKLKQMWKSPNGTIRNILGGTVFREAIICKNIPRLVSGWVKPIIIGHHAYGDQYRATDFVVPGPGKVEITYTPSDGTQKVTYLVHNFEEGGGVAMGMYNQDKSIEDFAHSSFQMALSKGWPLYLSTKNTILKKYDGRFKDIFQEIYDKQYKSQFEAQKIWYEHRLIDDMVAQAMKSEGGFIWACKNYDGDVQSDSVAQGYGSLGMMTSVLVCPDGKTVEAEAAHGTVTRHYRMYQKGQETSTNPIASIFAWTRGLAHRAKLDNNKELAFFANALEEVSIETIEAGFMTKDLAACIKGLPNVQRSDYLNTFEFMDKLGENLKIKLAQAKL
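IDH1-R132H (0.5 ug/mL) preincubated 30 min with compound, then NADPH (0.016 mM) and alpha-KG (2 mM) added; 80 min at RT, pH 7.5. Remaining NADPH coupled via diaphorase/resazurin to fluorescence (540/590 nm); concentration-response curves normalized to no-enzyme control.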
TRHR agonist = activates the human TRH receptor. TRHR cells, calcium flux fluo-8, FDSS agonist mode. activation, % at 2 µM. actives 0.18% (n = 360,000). AID 493084; in the data active means activation above about 30%; further: 0% is about no effect
Target sequence (P34981 whole entry, looked up): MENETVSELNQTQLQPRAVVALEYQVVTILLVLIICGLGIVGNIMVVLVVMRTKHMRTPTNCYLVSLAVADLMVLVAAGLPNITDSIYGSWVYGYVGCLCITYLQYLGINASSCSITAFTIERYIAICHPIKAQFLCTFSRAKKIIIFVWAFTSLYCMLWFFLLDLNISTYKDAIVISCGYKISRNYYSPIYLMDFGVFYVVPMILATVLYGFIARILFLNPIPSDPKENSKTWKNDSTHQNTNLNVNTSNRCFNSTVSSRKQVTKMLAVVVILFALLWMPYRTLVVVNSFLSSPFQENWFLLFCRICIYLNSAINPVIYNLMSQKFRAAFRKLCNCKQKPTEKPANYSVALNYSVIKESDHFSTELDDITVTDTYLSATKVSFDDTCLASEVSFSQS
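TRHR-expressing cells loaded with fluo-8 calcium dye; 23 nL library compound pin-transferred, kinetic FDSS fluorescence (Ex 480/Em 530) recorded about 180 s for agonist-induced calcium release, before a 10 nM TRH EC20 addition for potentiator mode.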
D2 ag = agonists of human D2 dopamine receptor; P14416; HEK293 T-REx D2 cells, calcium flux agonist mode; activation, % at 2 µM; actives 0.53% (n = 340,000);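 active means activation over 3 SD above normal in the single-dose calcium agonist read, cut at about 30% in these data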; further: 0% is about no effect
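In this primary screen, compounds producing a positive calcium signal within 180 s of addition to tetracycline-induced, force-coupled HEK293 Trex D2 cells are flagged; cells are dye-loaded with a no-wash calcium kit beforehand.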
rTrxR1 inhibitor = blocks rat thioredoxin reductase 1; O89049; recombinant rTrxR1, NADPH fluorescence consumption, selenite substrate; actives 1% (n = 390,000); Potency, µM (doses to about 114 µM), inactives show at the highest dose activity change, negative = inhibition, actives largely listed as inhibitors; further: potency means the concentration at half of the fitted maximal effect; on the % scale 0 is the no-effect control and ±100 the full control effect; nearly all actives have a fitted effect of over 65% in size
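Rat TrxR1 (90 nM in the dispensed reagent) was pre-reduced with 400 uM NADPH for 5 min at room temperature, then incubated with compound for 15 min. After 400 uM selenite was added, NADPH fluorescence (Ex 340/Em 450 nm) was followed for 8 min.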
TrxR1 substrate = is turned over as a substrate by rat TrxR1 | Potency, µM (series often up to 114 µM), without a hit: at the top dose activity change, negative = substrate turnover | actives 0.01% (n = 390,000) | purified TrxR1 substrate turnover, NADPH consumption readout | O89049; further: potency means the concentration at half of the fitted maximal effect; on the % scale 0 is the no-effect control and ±100 the full control effect; nearly all actives have a fitted effect of over 50% in size
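Rat TrxR1, dispensed at 90 nM, was prereduced with 400 uM NADPH (final) for 5 min at ~22 deg C, then incubated with compound 15 min before 400 uM selenite. A first-read NADPH fluorescence drop versus no-compound background flagged substrates.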
TRHR enhancer = TRH receptor (human) allosteric enhancement | actives 0.66% (n = 360,000) | TRHR cells, fluo-8 calcium fluorescence, EC20 TRH enhancement | enhancement, % at 2 µM | AID 493056; in the data active means enhancement above about 30%; further: 0% is about no effect
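TRHR-expressing cells loaded with fluo-8 calcium dye were read kinetically (ex 480/em 530) during compound addition, then stimulated with an EC20 of TRH (10 nM final). Enhancement of the Gq-mediated intracellular calcium response was scored.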
The depositor's hits bear a star; ? = inconclusive; / = not tested or not shown; [ ] = remark or other dose. Unless noted, the call rests on the fitted dose curve; in most records, active means well fitted inhibition curve with a large enough effect; inconclusive means small, poorly fitted or top-dose-only effect; inactive means no such curve, though single readings can be large or run the other way. Some of the compounds tested, so the mix of outcomes need not match the whole.

No.	smiles	IDH1 R132H inh	TrxR1 substrate	D2 antagonist	USP1 inh	TRHR enhancer	TRHR agonist	rTrxR1 inhibitor	D2 ag	Pin1 inh
1	COCC(CN1CCN(C2=NS(=O)(=O)c3ccccc32)CC1)OC(=O)c1ccccc1 (centres undefined)	-1%	0%	-18	-12%	3	-0.3	13%	-0.3	1%
2	Cc1ccc(C(=O)N2CCN(C/C=C/c3ccccc3)CC2)cc1S(=O)(=O)N1CCOCC1	-8%	-2%	/	-19%	/	/	0%	/	4%
3	COc1ccc2c(C(=O)CN3CC(C)OC(C)C3)c[nH]c2c1 (centres undefined)	6%	-8%	3	3%	-2	-0.2	-13%	0.3	24%
4	COc1cc(/C=N/Nc2nnc3c(n2)[nH]c2ccccc23)ccc1O	1%	1%	-10	-14%	2	-2.0	-6%	-0.4	?
5	COc1cc(C2C(N3C(=O)c4ccccc4C3=O)C(=O)N2c2ccc(C)c(C)c2)cc(OC)c1OC (centres undefined)	9%	5%	-12	-17%	5	0.8	33%	0.8	4%
6	COc1ccccc1CN(C)C(=O)CN1CCN(CC(=O)Nc2ccccc2Cl)CC1	6%	2%	-33	-14%	12	0.3	4%	0.3	2%
7	O=P(Cc1ccccc1)(Cc1ccccc1)c1ccccc1	2%	-7%[11.4 µM]	/	4%	/	/	-19%[11.4 µM]	/	6%
8	COc1cc(CCC(=O)OCC(=O)NC2CCCC(C)C2C)cc(OC)c1OC (centres undefined)	-2%	5%	-27	-19%	-2	-1.7	7%[57.1 µM]	-0.4	-4%
9	O=C(O)C1CCC(N2C(=O)c3cccc([N+](=O)[O-])c3C2=O)CC1 (centres undefined)	6%	-3%[57.1 µM]	-19	-27%	-5	0.3	-4%	0.1	-12%
10	O=C(Nc1ccccn1)c1nc(-c2ccccc2)n(-c2ccccc2)n1	-5%	4%	5	-19%	16	0.1	10%	-2.2	-3%
11	COc1ccc2c(C)c(CCC(=O)NCc3ccccc3Cl)c(=O)oc2c1C	0%	18%	/	-21%	-5	-0.6	27%	-0.7	-6%
12	Cc1cccc(NCC(=O)c2c(N)n(C)c(=O)n(C)c2=O)c1C	1%	1%	-1	-22%	2	-0.1	12%	-0.5	1%
13	CCOC(=O)c1c(NC(=O)Cc2cccs2)sc(C)c1C	4%	-6%	26	-3%	-3	-0.5	-13%	-0.6	0%
14	O=C(CCN1C(=O)/C(=C\c2ccccc2)SC1=S)N1CCOCC1	1%	1%	-22	-13%	17	0.6	24%	0.1	-2%
15	CCOC(=O)c1csc(N)n1	-4%	-3%[57.1 µM]	-3	-18%	24	0.1	0%[57.1 µM]	0.2	-8%
16	Cc1ccc(-c2c(C(=O)Nc3ccccc3F)oc(=O)c3ccccc23)cc1	-13%	-4%[57.1 µM]	/	?	-18	0.4	2%[57.1 µM]	-0.6	-1%
17	CCCOc1ccc(C(NC(=O)CC(C)C)NC(=O)CC(C)C)cc1OC	-1%	-2%	-12	8%	6	1.1	5%	0.4	1%
18	NC(=O)CN(c1ccc(Oc2ccccc2)cc1)S(=O)(=O)c1ccccc1	6%	-6%	-12	-18%	-8	0.2	-8%	-0.1	-3%
19	Cn1nnnc1SCC(=O)Nc1ccc(S(=O)(=O)N2CCOCC2)cc1	-2%	3%	-12	-26%	4	0.2	22%	0.2	-7%
20	Cc1[nH]c(C(=O)O)c(C#N)c1C(=O)c1ccccc1	-4%	-7%	-7	-15%	1	0.2	6%	0.1	-6%
21	Cc1ccc(C)c(OCCC(=O)OCC(=O)c2c(N)n(C)c(=O)n(C)c2=O)c1	-10%	-4%	-22	-6%	-3	0.9	1%	0.6	4%
22	CC(/C=N/n1c(-c2ccccc2)n[nH]c1=S)=C\c1ccco1	3%	-14%	-11	4%	6	0.4	?	0.0	-2%
23	CN1CCN(c2cc3c(c4c2[nH]c2ccccc24)C(=O)CC(C)(C)C3)CC1	-1%	11%	11	?	3	3.4	1%	4.0	1%
24	O=C(O)CCC(=O)N1CN2CN(C(=O)CCC(=O)O)CC([N+](=O)[O-])(C2)C1	19%	4%	4	-8%	-14	0.7	22%	0.3	0%
25	CC(=O)NC(Cc1ccc(F)cc1)C(=O)NC1CCN(c2ncccc2[N+](=O)[O-])CC1 (centres undefined)	0%	-5%	-2	-19%	4	0.7	9%	0.1	-5%
26	CCOc1ccccc1CNC(=O)c1c(C)oc2ncnc(N3CCOCC3)c12	19%	7%	/	-3%	-4	-0.5	17%	0.0	-1%
27	Cc1snc(SCC(=O)c2ccc(Cl)cc2)c1C#N	2%	2%	-1	-23%	7	-0.1	5%	0.6	-1%
28	Cc1ccc(NC(=O)c2ccc(S(=O)(=O)N3CCC(C)CC3)cc2)nc1	10%	0%	/	-8%	11	-0.4	20%	/	-2%
29	O=C(c1ccc(Cn2cc(Cl)c([N+](=O)[O-])n2)cc1)N1CCN(Cc2ccccc2)CC1	2%	-1%	-2	-5%	0	0.2	-35%	3.1	-1%
30	COc1ccc(CCNC(=S)NC(=O)c2ccccc2)cc1C	11%	-6%	1	-13%	-5	0.1	?	-1.2	?

Some of the entries so far, field by field:
20) Cc1[nH]c(C(=O)O)c(C#N)c1C(=O)c1ccccc1
  IDH1 R132H inh = -4%
  TrxR1 substrate = -7%
  D2 antagonist = -7
  USP1 inh = -15%
  TRHR enhancer = 1
  TRHR agonist = 0.2
  rTrxR1 inhibitor = 6%
  D2 ag = 0.1
  Pin1 inh = -6%

21) Cc1ccc(C)c(OCCC(=O)OCC(=O)c2c(N)n(C)c(=O)n(C)c2=O)c1
  IDH1 R132H inh = -10%
  TrxR1 substrate = -4%
  D2 antagonist = -22
  USP1 inh = -6%
  TRHR enhancer = -3
  TRHR agonist = 0.9
  rTrxR1 inhibitor = 1%
  D2 ag = 0.6
  Pin1 inh = 4%

22) CC(/C=N/n1c(-c2ccccc2)n[nH]c1=S)=C\c1ccco1
  IDH1 R132H inh = 3%
  TrxR1 substrate = -14%
  D2 antagonist = -11
  USP1 inh = 4%
  TRHR enhancer = 6
  TRHR agonist = 0.4
  rTrxR1 inhibitor = ?
  D2 ag = 0.0
  Pin1 inh = -2%

Next section
No.	smiles	IDH1 R132H inh	TrxR1 substrate	D2 antagonist	USP1 inh	TRHR enhancer	TRHR agonist	rTrxR1 inhibitor	D2 ag	Pin1 inh
31	S=C(NC1CC2CCC1C2)N1CCN(c2cccc(Cl)c2)CC1 (centres undefined)	0%	0%	1	-20%	0	0.8	8%	0.7	13%
32	O=C(Cc1cccc(NC(=O)C2CCN(S(=O)(=O)c3cccc([N+](=O)[O-])c3)CC2)c1)Nc1cccc(C(=O)N2CCOCC2)c1	-2%	1%	/	-19%	/	/	26%	/	1%
33	Cc1cccc(N(C(=O)Nc2ccc(Cl)cc2)C2=NCC(C)S2)n1 (centres undefined)	5%	3%[57.1 µM]	/	-21%	1	0.7	16%[57.1 µM]	/	7%
34	CCS(=O)(=O)N1Cc2ccccc2CC1C(=O)Nc1nnc(SCc2ccc(F)cc2)s1 (centres undefined)	-2%	-4%	4	-29%	-3	-0.4	-23%	0.1	?
35	CCC(=O)N1CCC2(CC1)Oc1ccc(Cl)cc1C(=O)C21CC(c2cccnc2)=NO1 (centres undefined)	3%	-10%[57.1 µM]	13	-31%	2	0.5	1%[57.1 µM]	0.0	-4%
36	O=Nc1c(O)n(Cc2ccc(Cl)cc2)c2ccccc12	-2%	4%[57.1 µM]	7	-15%	2	6.4	7%[57.1 µM]	-0.6	3%
37	Cn1c2ccccc2c(=O)c2c(=O)n(Cc3ccco3)c(-c3ccc(Cl)cc3Cl)nc21	/	/	-1	/	-2	0.3	/	0.5	/
38	O=C(Cc1ccc(Cl)cc1)NCCc1csc2nc(-c3ccccc3F)nn12	-5%	0%[57.1 µM]	/	1%	-7	-0.8	7%[57.1 µM]	-0.4	6%
39	COc1ccc(CN(C)C(=O)Cn2ccc(NC(=O)OCc3ccccc3)nc2=O)cc1OC	-8%	-5%	8	6%	7	0.2	3%[57.1 µM]	-0.1	-4%
40	C=CCOn1c(=O)c(=O)n(OCc2ccccc2)c2ccccc21	-1%	-7%	7	-14%	-2	-0.6	-9%	0.1	-6%
41	CCN1C(=O)c2cccc3c(NS(=O)(=O)c4ccc(NC(C)=O)cc4)ccc1c23	9%	-5%	2	-14%	6	-0.1	-14%	0.2	2%
